# NR2E3 ag-1: NR2E3 (human) agonism | Q9Y5X4 | GST-NR2E3/biotin-RetCOR TR-FRET, 1536-well | inhibition of corepressor binding, % at 4.78 µM | 320,000 tested, 0.12% active | AID 2300;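 active means percent inhibition above the cutoff of mean plus 3 SD of all tested compounds, set per screening campaign, cut at about 20% in these data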;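 further: 0% = DMSO wells and 100% = biotin wells as full block of FRET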
# Target sequence (Q9Y5X4 whole entry, looked up): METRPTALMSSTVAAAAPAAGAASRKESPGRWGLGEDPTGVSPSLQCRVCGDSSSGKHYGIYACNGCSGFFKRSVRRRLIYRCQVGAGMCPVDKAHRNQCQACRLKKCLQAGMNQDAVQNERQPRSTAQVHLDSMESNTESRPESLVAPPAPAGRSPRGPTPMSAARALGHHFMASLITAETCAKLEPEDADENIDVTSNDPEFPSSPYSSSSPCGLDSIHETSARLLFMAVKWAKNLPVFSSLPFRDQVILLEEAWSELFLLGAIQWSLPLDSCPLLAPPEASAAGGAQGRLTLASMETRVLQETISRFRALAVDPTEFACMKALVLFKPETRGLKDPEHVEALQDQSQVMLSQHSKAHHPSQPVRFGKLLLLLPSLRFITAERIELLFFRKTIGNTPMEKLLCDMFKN
#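 Material – GST-tagged NR2E3 plus biotinylated RetCOR corepressor · Quantity – NR2E3 fusion 1.35 nM · Times – 5 h incubation at 4 °C · Medium – pH 7.5 Tris-based buffer · Technique – TR-FRET, Eu(K)-anti-GST donor, streptavidin-D2 acceptor, ex 340, em 617/671 nm · Benchmarks – high control biotin, low control 0.6% DMSO · Format – 1536-well plates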
# aDG glyco act: alpha-DG glycosylation activation; activation, % at 10 µM; Pro5-aDG cells, alpha-DG glycosylation AlphaScreen (IIH6); 0% Pro5, 100% B10-LARGE cell signal; 360,000 tested, 0.22% active;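 active means activation of at least 8% versus controls, or a plate z-score of at least 8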;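 further: Pro5 are CHO cells carrying HIG-tagged alpha-DG that lacks glycosylation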
# NR2E3 ag-2: human photoreceptor-specific nuclear receptor agonism; Q9Y5X4; CHO-S Gal4-NCOR/VP16-NR2E3 two-hybrid, luciferase; inhibition of corepressor binding, % at 3.98 µM; 360,000 tested, 0.35% active; AID 602229;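 active means inhibition above the mean of all tested compounds plus 3 SD, cut at about 70% in these data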;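 further: 0% = DMSO with NR2E3 transfected cells and 100% = cells lacking NR2E3 construct; higher means lower luciferase signal from less NR2E3 corepressor binding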
# hiPSC survival: enhancers of human iPSC single-cell survival; hiPSC single-cell survival, ATPlite luminescence; 100% = ROCK inhibitor wells, 0% = DMSO; survival enhancement, % at 20 µM; 360,000 tested, 0.044% active; in the data active means survival enhancement above about 18%;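 further: cells exposed to compounds for 16 hours before the ATP read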
# PDI inh: PDI (human) enzyme inhibition. P07237. PDI insulin aggregation turbidity, A650, 90 min. inhibition, % at 10 µM. 350,000 tested, 0.052% active;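 active means mean inhibition across replicates of 30% or more, whatever share of single replicates reach that level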;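 further: absorbance from insulin aggregation driven by PDI reduction with DTT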
# Target sequence (P07237 whole entry, looked up): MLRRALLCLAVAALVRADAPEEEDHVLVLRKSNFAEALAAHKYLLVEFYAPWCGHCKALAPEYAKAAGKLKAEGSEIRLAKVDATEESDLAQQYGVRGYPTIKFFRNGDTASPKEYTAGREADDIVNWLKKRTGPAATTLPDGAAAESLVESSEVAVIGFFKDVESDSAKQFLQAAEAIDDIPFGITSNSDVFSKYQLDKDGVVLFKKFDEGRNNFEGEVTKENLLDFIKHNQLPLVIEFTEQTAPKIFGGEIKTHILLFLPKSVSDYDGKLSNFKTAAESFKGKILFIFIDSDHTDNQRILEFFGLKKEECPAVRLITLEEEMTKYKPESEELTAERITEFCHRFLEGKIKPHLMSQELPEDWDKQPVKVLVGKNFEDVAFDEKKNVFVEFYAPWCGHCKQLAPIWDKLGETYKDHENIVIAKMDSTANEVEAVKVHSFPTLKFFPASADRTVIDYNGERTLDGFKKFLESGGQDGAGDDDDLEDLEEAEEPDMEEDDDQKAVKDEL
# HIF-2a block: blocks HIF-2a reporter activity | 786-0 RCC cells HIF-2a reporter, luciferase luminescence, overnight | inhibition, % at 18.8 µM | 360,000 tested, 0.72% active;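 active means inhibition of the luminescence signal of 40% or more relative to plate controls, in a single-dose primary screen at 18.75 µM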
# Peg3 prom inh: Peg3 promoter activity inhibition; HeLa PEG-Prom luciferase reporter, luminescence, overnight; inhibition, % at 20 µM; 360,000 tested, 1.7% active; AID 588405;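 active means inhibition of at least 50% at 20 µM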
# MITF TRPM1 inh: reduces MITF-dependent TRPM1 promoter luciferase signal; AID 488899; inhibition, % at 12.5 µM; 330,000 tested, 0.83% active; SK-MEL-5 TRPM1 promoter luciferase, 24 h;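 active means mean inhibition across replicates of 60% or more, whatever share of single replicates reaches that level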; further: values of inactives mirror those of a sister screen read the other way
# Exocytosis inh: blocks lytic granule exocytosis; TALL-104 LAMP-1 surface exposure, flow cytometry; cells stimulated with thapsigargin and PMA; inhibition, % at 10 µM; 360,000 tested, 0.66% active; AID 651702;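 active means inhibition above about 55%, limit read from the data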
# Vif inh: blocks HIV Vif function; HEK293T cells, Vif self-association by quenched fluorescence, imaging, 24 h; inhibition, % at 7.49 µM; 340,000 tested, 0.35% active; in the data active means inhibition above about 50%, passing the limit was not always enough; further: some results filed as inactive read as strong as hits
# CaV13 ICDI inh: Disruptors of the CACNA1D IQ motif to Ca2+-dependent inactivation inhibitor domain association, primary screening, Förster resonance energy transfer in intact living …; HEK cells, CFP/YFP FRET ICDI-IQ, plate reader, 10 min; percent FRET-ratio fall versus neutral wells; inhibition, % at 12.3 µM; 340,000 tested, 0.098% active; AID 743397;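 active means mean replicate inhibition of at least 30% and at least 1% of replicates passing that level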;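 further: 0% = median of the neutral control wells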
# Active calls of the source: *; . = no result given.
SMILES,NR2E3 ag-1,aDG glyco act,NR2E3 ag-2,hiPSC survival,PDI inh,HIF-2a block,Peg3 prom inh,MITF TRPM1 inh,Exocytosis inh,Vif inh,CaV13 ICDI inh
O=C(COc1ccc(F)cc1Br)NCc1nnc2ccccn12,.,0.2,-13,0.3,12,-1,-17,-3,0,-4,-6
COc1ccc(Cn2c(N)c(S(=O)(=O)c3cccs3)c3nc4ccccc4nc32)cc1,-3,-0.2,9,1.1,0,8,11,13,-5,8,-6
Cn1nc(-c2ccc(Cl)cc2)cc1NC(=O)CCCC(=O)O,0,0.0,-15,-0.6,-3,12,-2,.,-1,-1,-21
CCNC(=S)NNC(=O)c1cc(-c2ccc(OCC)cc2)nc2ccccc12,1,0.5,-120,-6.2,4,-15,-28,22,5,-5,-7
N#C/C(=C\c1cccs1)C(=O)NCC1CCCO1 (stereo not given),0,-0.1,1,-1.7,1,-67,-139,-60,-2,9,-5
O=C(CCc1ccccc1)N1CCN(c2ccccn2)CC1,0,-0.2,-17,7.3,-2,-13,-14,0,4,-2,-5
COC(=O)c1sccc1NC(=O)Nc1ccccc1F,0,-0.4,-3,0.3,9,5,6,-8,-1,7,-3
CC(=O)N1CCC(C(=O)Nc2ccccc2)(N(Cc2ccccc2)C(=O)c2cccnc2)CC1,3,-0.3,12,-1.7,-1,-103,-132,-24,2,6,-5
COC(=O)c1c(NC(=O)C2=COCCO2)sc(C)c1C,-5,-0.2,-13,0.9,0,-92,42,-15,1,.,-6
CCOCCCNc1nc(C)nc2c1nnn2Cc1c(F)cccc1Cl,4,0.2,-13,2.6,-2,11,23,4,1,0,-4
Cc1ccc2c(Cl)cc(Cl)c(OCC(=O)Nc3cccc(S(N)(=O)=O)c3)c2n1,1,0.3,-12,2.2,9,31,16,-4,9,-2,-3
CCN(CCS(=O)(=O)c1ccc(Br)cc1)Cc1nc2ccccc2c(=O)[nH]1,.,-0.5,-10,-0.5,9,2,17,-4,1,26,-5
N#Cc1cc2cc3c(cc2nc1N1CCOCC1)OCO3,3,-0.3,-21,0.4,-1,-48,-19,-24,2,3,6
O=C1Cc2cc(S(=O)(=O)NCc3ccc(F)cc3)ccc2N1,.,-0.1,27,3.2,-1,-1,-13,9,21,5,-13
O=C(COC(=O)CNC(=O)c1ccccc1)NCCc1ccccc1,0,0.0,-6,-1.2,-4,18,8,7,-2,3,19
O=c1[nH]c(SCc2ccc(Cl)cc2)nc2[nH]ncc12,3,-0.2,-6,1.1,3,-107,-131,-17,-1,1,-5
Cc1nc2c3ccccc3nc(NNC(=O)CCC(=O)NC3CCCC3)n2n1,2,-0.1,5,-0.3,-3,13,3,5,0,4,2
C#CCOc1ccc(Br)cc1C(c1c(C)[nH][nH]c1=O)c1c(C)[nH][nH]c1=O,0,0.0,-6,0.2,4,20,8,7,6,-1,-3
O=C(Nc1cccc(S(=O)(=O)N2CCCC2)c1)C1CCCN1C(=O)c1cccs1 (stereo not given),3,-0.1,10,1.6,9,15,7,3,-5,4,-13
Cc1ccc2cc(CN(CCN(C)C)C(=O)Nc3ccc(Cl)cc3)c(=O)[nH]c2c1,4,1.9,-33,-1.8,-4,-192,-81,-43,12,-6,-2
Cc1ccccc1S(=O)(=O)N1[C@@H](c2cccc(Cl)c2)C(C(=O)O)=CC[C@H]1c1ccc(Cl)cc1,-3,0.2,27,-2.3,-5,24,15,3,-1,-7,3
CC(C)CN(C(=O)COC(=O)CSc1ccc([N+](=O)[O-])cc1)C1CCS(=O)(=O)C1 (stereo not given),1,0.1,-21,-0.2,5,2,1,9,-4,3,-14
CC(=O)c1ccc(OCC(=O)Nc2ccc3c(c2)CCC3)cc1,1,-0.6,2,-1.6,-5,-42,-25,14,2,-3,-4
CCC(C)n1c(C)cc(=O)n1C(C)CC (stereo not given),.,-0.3,11,4.4,-4,7,12,6,-4,-7,-4
N#C/C(=C/c1ccc(Sc2nc3ccccc3[nH]2)o1)c1cccc(F)c1,1,0.4,23,-2.4,8,-8,36,20,13,-19,-7
CN(CCOc1ccccc1)C(=O)c1cc(S(=O)(=O)N2CCOCC2)ccc1Cl,2,0.6,19,-0.2,-3,3,9,-8,-8,5,-16
COCCNC(=O)c1cccc2c1C(=O)c1ccc(N3CCOCC3)cc1S2(=O)=O,.,-0.2,-11,0.8,-5,-4,-23,-3,-6,-1,-12
CCOC(=O)CC1C(=O)NCCN1S(=O)(=O)c1ccccc1Cl (stereo not given),-1,-0.2,-8,0.0,11,9,5,3,0,5,-4
Nc1nccnc1C(=O)OCC(=O)NC1CCCc2ccccc21 (stereo not given),2,-0.1,-42,0.0,18,3,-2,-1,-12,-3,-5
CCCc1cc(=O)[nH]c(SCC(=O)Nc2ccc(C)c(S(=O)(=O)N3CCCCC3)c2)n1,-1,-0.1,-10,-0.3,-2,32,33,13,-4,-6,-2
CC(C)(C)c1ccccc1NC(=O)N1CCNC(=O)C1CC(=O)Nc1ccc(F)cc1 (stereo not given),0,0.3,18,-0.3,-3,7,10,3,0,4,.
CCC(NC(=O)c1ccccc1NC(=O)C(C)(C)C)C(=O)N1CC(C)OC(C)C1 (stereo not given),.,-0.1,24,-0.1,0,-11,11,2,3,15,-5
O=c1c2ccccc2nc2n1CCS2,1,0.0,2,3.5,1,10,-14,3,7,17,-8
COc1ccc(CNC(=O)C[C@H]2C[C@H](C(=O)N3CCCCC3)[C@@]3(C)c4[nH]c5ccc(Cl)cc5c4CCN3C2=O)cc1OC,.,0.1,4,-3.2,7,13,21,16,13,-10,-8
Cn1c(C2CCCCC2)nc2ccccc21,2,0.5,3,-0.2,9,-72,-11,-2,-3,1,-5
COc1ccc(OC)c(CCNC(=O)C(=O)Nc2ccc3nc4n(c(=O)c3c2)CCCCC4)c1,1,0.2,-3,0.6,5,10,11,-5,-4,-1,9
CCOC(=O)N1CCN(C(=O)c2ccc(CNS(=O)(=O)c3ccc(C)cc3)cc2)CC1,-1,-0.1,-17,0.4,16,30,23,13,2,7,-4
CCN(CC)CCNC(=O)C1c2ccccc2C(=O)N(C)C1c1cn(C)c2ccccc12 (stereo not given),2,-0.4,-18,-2.4,2,20,5,3,-4,18,.
CCCc1nnc(NC(=O)CCC(=O)N2CCN(Cc3ccc(Cl)cc3)CC2)s1,2,0.3,10,0.1,6,2,-5,11,1,-6,-3
O=C(NCC1CCS(=O)(=O)C1)Oc1ccccc1 (stereo not given),-2,-0.1,-22,0.7,-9,-1,2,11,-3,9,-6
Cc1ccc(C)c2c1CCC(=Cc1ccccc1[N+](=O)[O-])C2=O,.,-0.6,2,2.6,-18,-26,-18,.,-3,-2,-5
O=C(/C=C/c1ccnc2ccccc12)c1cccs1,-1,0.0,-149,-2.4,-1,-98,102*,31,-2,-2,2
COc1cc(C(=O)Oc2ccccc2/C=N/NC(=O)c2ccc(Cl)cc2Cl)cc(OC)c1OC,2,2.1,-116,1.9,-11,-181,-197,-22,-1,-3,.
O=C(Nc1ccc(F)c(F)c1)C1CCCN(S(=O)(=O)c2cnc[nH]2)C1 (stereo not given),1,-0.2,2,-0.6,2,15,12,6,15,-1,.
Cc1ccccc1/C=C1\C(=O)Nc2ccc(F)cc21,1,0.2,-9,-0.3,0,-4,28,18,-4,1,-21
CS(=O)(=O)N(CCc1ccccc1)CC(=O)NCc1ccccn1,1,-0.2,-19,1.0,-11,8,-1,-12,-3,-5,-5
CC(=O)c1ccc(N2C(=NC(=O)CCC3CCCC3)SC3CS(=O)(=O)CC32)cc1 (stereo not given),2,-0.2,6,-0.2,-1,-1,-6,-1,-1,-4,-4
N#CC(C(=O)c1ccc(S(=O)(=O)N2CCCCCC2)cc1)c1nc2ccccc2[nH]1 (stereo not given),2,-0.3,-17,-2.3,0,-48,-21,-5,-7,-8,.
CCn1c(SCC(=O)NCCc2ccccc2)nc2sc3c(c2c1=O)CCN(C)C3,4,0.0,-4,0.2,1,9,-1,9,7,-1,-2
Cc1cc(N)c(C)c([N+](=O)[O-])c1C,1,-0.4,-21,0.3,-4,16,7,3,4,5,-2

# (more compounds)
SMILES,NR2E3 ag-1,aDG glyco act,NR2E3 ag-2,hiPSC survival,PDI inh,HIF-2a block,Peg3 prom inh,MITF TRPM1 inh,Exocytosis inh,Vif inh,CaV13 ICDI inh
COc1ccc(-c2csc(NC(=O)c3cc(C)oc3C)n2)cc1OC,2,0.4,-2,-0.2,7,3,-15,-25,4,-3,-5
Cc1cccc(C)c1N1CCN(c2cc(Cl)nc(N)n2)CC1,1,0.0,19,0.6,-4,10,-2,4,-18,5,-4
CCOc1ccccc1-n1c(SCC(=O)NC2CCCC2)nnc1-c1ccoc1C,0,-0.1,-9,-0.2,-5,13,16,3,-1,-7,.
Cc1ccc2nc(-c3ccc(Cl)cc3)c(Cc3ccccc3C(F)(F)F)n2c1,.,-0.2,-50,-2.2,.,-259,-116,.,-7,.,-8
COc1ccc(S(=O)(=O)N2CCN(C(=O)c3cc4c(s3)CCC4)CC2)cc1,.,0.7,-5,1.1,9,-8,2,14,55,-5,-5
O=C(OCn1nnc2ccccc2c1=O)c1ccc2ncsc2c1,1,0.1,-26,5.0,-8,2,-35,-6,2,.,.
Cc1ccc(-c2cc(C(=O)O)n[nH]2)s1,2,0.0,4,-2.3,1,8,3,-4,12,-1,-4
CC1Sc2ccc(S(=O)(=O)N(C)Cc3ccccc3)cc2NC1=O (stereo not given),2,0.2,-14,0.0,-10,9,9,1,-4,-9,-3
CN1C(C(=O)Nc2ccc(F)cc2F)=CC(c2cccs2)=NS1(=O)=O,4,0.4,14,-0.1,.,-6,1,3,-1,1,-7
O=C(NCCc1ccccc1Cl)C1CCC(=O)N(Cc2cccc(C(F)(F)F)c2)C1 (stereo not given),0,0.1,-15,-0.5,-3,9,6,14,4,6,-4
CCOc1ccc(N2C(=O)/C(=C/c3ccccc3OCC(=O)OC)N(CC(=O)OC)C2=S)cc1,3,0.2,-6,-0.5,24,-4,5,7,23,4,-6
CCCn1c(SCC(=O)NC2CC2)nnc1-c1ccccn1,7,0.0,9,-0.3,-1,18,17,1,-8,-10,-4
Cc1cc(C)n(-c2nc3ccccc3c(=O)n2OCC(C)C)n1,2,0.0,-16,-0.7,0,9,0,2,-9,-9,-4
CCCNc1cc(=S)nc(N)[nH]1,-2,-0.1,3,-0.4,-1,26,12,13,-1,-4,-3

# Whole records, quoted from the list.
# CCOc1ccc(N2C(=O)/C(=C/c3ccccc3OCC(=O)OC)N(CC(=O)OC)C2=S)cc1 reads NR2E3 ag-1 = 3; aDG glyco act = 0.2; NR2E3 ag-2 = -6; hiPSC survival = -0.5; PDI inh = 24; HIF-2a block = -4; Peg3 prom inh = 5; MITF TRPM1 inh = 7; Exocytosis inh = 23; Vif inh = 4; CaV13 ICDI inh = -6
# CCCNc1cc(=S)nc(N)[nH]1 reads NR2E3 ag-1 = -2; aDG glyco act = -0.1; NR2E3 ag-2 = 3; hiPSC survival = -0.4; PDI inh = -1; HIF-2a block = 26; Peg3 prom inh = 12; MITF TRPM1 inh = 13; Exocytosis inh = -1; Vif inh = -4; CaV13 ICDI inh = -3

# Assay outcomes: PubChem, several laboratories
